Source: PubChem
C-LANA FP: inhibitors of KSHV LANA C-terminal domain DNA binding | MBP-C-LANA/FAM-LBS DNA binding, fluorescence polarization | inhibition, % at 9 µM | 340,000 tested, 0.078% active;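 active = highest replicate inhibition at or above 60% at 9 µM, even if other replicates fall short; inactive = all replicates below 60% inhibition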;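 note: 0% = neutral control wells and 100% = 4 µM acridine orange control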
Cardiac RTF inh: cardiac RTF calcium desensitization. inhibition, % at 7.15 µM. 340,000 tested, 0.12% active. AID 493244. IANBD-labeled cardiac RTF, Ca2+ fluorescence;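 active = inhibition above the mean inhibition of all tested compounds plus 3 SD, cut at about 17% in these data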;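 note: assay run at fixed EC70 calcium of 1.6 mM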
RTF Ca sens act: cardiac RTF calcium sensitization; P19429+P45379; IANBD-labeled TnC RTF fluorescence at EC20 calcium; 0% EC20 calcium, 100% full calcium; activation, % at 7.2 µM; 340,000 tested, 0.24% active; AID 493008;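 active = activation above the mean over all tested compounds plus 3 SD, cut at about 30% in these data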;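 note: rise in fluorescence read as greater calcium sensitivity of cardiac thin filaments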
PvdQ inh: blocks Pseudomonas aeruginosa PvdQ acylase activity; purified PvdQ acylase, fluorescence plate reader; inhibition, % at 10 µM; 340,000 tested, 0.063% active; in the data active = inhibition above about 30%, passing the limit was not always enough; inconclusive = no clear call, values can overlap the other calls;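 note: 0% = vehicle neutral wells and 100% = reference inhibitor wells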
CDK5 inh: blocks human CDK5/p35 kinase activity; Q00535+Q15078; Recombinant CDK5/p35, ADP-Glo luminescence, 60 min; inhibition, % at 10 µM; 330,000 tested, 0.01% active;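 active = highest replicate inhibition of at least 50% and at least 75% of replicates reaching 50%; inconclusive = only one of the two criteria met; inactive = both criteria failed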;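 note: plate controls were DMSO neutral control for no effect and GW8510 at 10 µM for full effect; many of its hits are not listed in these tables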
NSD2 HMT inh: NSD2 (human) methyltransferase inhibition. NSD2 peptide methylation, AlphaScreen, 120 min. inhibition, % at 12.5 µM. 310,000 tested, 0.54% active. AID 743445; in the data active = inhibition above about 50%
Keap1 Nrf2 FP: inhibitors of human Keap1-Nrf2 protein-protein interaction. Keap1 Kelch-Nrf2 peptide fluorescence polarization, 1536-well. inhibition, % at 9.4 µM. 340,000 tested, 0.15% active. AID 504523; in the data active = inhibition above about 12%; inconclusive = no clear call, values can overlap the other calls; inactive = below about 7.3%;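 note: human Keap1 Kelch domain with fluorescein labeled Nrf2 9mer peptide probe; 0% = neutral control wells and 100% = peptide positive control; higher means more block of Keap1 binding to Nrf2 peptide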
PfHsp90 yeast 2: growth inhibition of yeast expressing Plasmodium Hsp90 | AID 504621 | inhibition, % at 9.4 µM | S. cerevisiae expressing PfHsp90, BacTiter-Glo ATP, 48 h; yeast lacking PDR1 and PDR3 efflux regulators | 310,000 tested, 0.32% active;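 active = every replicate shows inhibition above about 80%, whatever the replicate mean, limit read from the data; inconclusive = mean inhibition reaches the set limit but some replicate falls short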;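 note: 0% = DMSO neutral controls and 100% = 20 µM radicicol positive controls; yeast relying on Plasmodium falciparum Hsp90 in place of its own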
Rtt109 Vps75: C. albicans Rtt109 histone acetyltransferase inhibition; Q5AAJ8; purified Rtt109/Vps75, ThioGlo CoA-SH fluorescence, 4 h; inhibition, % at 34.9 µM; 330,000 tested, 0.16% active; AID 540336;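 active = inhibition of at least 50% in every replicate; inconclusive = best replicate reaches 50% inhibition but some replicates fall short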
Target sequence (Q5AAJ8 whole entry, looked up): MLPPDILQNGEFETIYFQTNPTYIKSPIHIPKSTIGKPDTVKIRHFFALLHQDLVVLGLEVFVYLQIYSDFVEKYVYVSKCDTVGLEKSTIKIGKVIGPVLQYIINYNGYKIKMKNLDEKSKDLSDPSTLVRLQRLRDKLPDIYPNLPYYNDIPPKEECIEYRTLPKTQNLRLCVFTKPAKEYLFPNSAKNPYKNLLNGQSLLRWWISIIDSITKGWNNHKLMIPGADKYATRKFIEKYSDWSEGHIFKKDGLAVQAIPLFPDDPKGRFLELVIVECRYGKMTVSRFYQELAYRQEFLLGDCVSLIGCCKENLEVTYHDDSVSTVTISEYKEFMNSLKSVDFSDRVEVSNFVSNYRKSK
Mot1-301 SUMO: SUMOylation pathway inhibition by Mot1-301 growth rescue; S. cerevisiae Mot1-301 growth rescue, ATP luminescence, 38.5C; percent above DMSO median, 100 means doubled; growth rescue, % at 18.8 µM; 320,000 tested, 1% active; AID 2716;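 active = every valid replicate shows activation above 250% relative to neutral control wells; inactive = the rest, any valid replicate at or below 250%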;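 note: OY570 slx delta 5 strain wells were the positive control but not used for scaling; some compounds called inactive have numbers as strong as hits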
dFosB activator: mouse delta FosB homodimer activation. purified delta FosB, TAMRA-CDK5 oligo fluorescence polarization; percent of positive-control signal above neutral wells. 340,000 tested, 0.99% active. P13346. activation, % at 25 µM;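 active = mean activation above about 17%, with every replicate also reaching it, limit read from the data, passing the limit was not always enough; inconclusive = only one of the two conditions met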;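 note: fluorescence polarization rise as delta FosB binds a TAMRA Cdk5 AP-1 oligo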
Target sequence (P13346 whole entry, looked up): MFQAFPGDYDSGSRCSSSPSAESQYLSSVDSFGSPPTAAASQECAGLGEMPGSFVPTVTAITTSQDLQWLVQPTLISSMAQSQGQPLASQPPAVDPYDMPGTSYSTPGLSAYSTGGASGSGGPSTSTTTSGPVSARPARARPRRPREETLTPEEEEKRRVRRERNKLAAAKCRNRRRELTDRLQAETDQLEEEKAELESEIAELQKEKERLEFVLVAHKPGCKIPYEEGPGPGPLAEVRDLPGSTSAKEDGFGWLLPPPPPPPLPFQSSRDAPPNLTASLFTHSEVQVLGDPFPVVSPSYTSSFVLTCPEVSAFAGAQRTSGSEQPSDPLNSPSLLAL
Active calls of the source: *; ? = inconclusive; nt = no result given.

The line under a structure holds: C-LANA FP	Cardiac RTF inh	RTF Ca sens act	PvdQ inh	CDK5 inh	NSD2 HMT inh	Keap1 Nrf2 FP	PfHsp90 yeast 2	Rtt109 Vps75	Mot1-301 SUMO	dFosB activator
> CC(=O)Nc1ccc(S(=O)(=O)NC2(C(F)(F)F)NC(=O)N(C3CCCC3)C2=O)cc1 (centres undefined)
→ -0.2	-10	1	-17	-8.7	-2	-6	nt	-1	1	-7
> N#C/C(=C\c1ccc(Cl)cc1)C(=O)NC1CC1
→ -0.1	7	-12	-4	0.4	1	0	-3	6	6	-6
> Nc1ncc(-c2nnnn2-c2ccc(Cl)cc2)c(-c2ccc(Cl)cc2)n1
→ 1.2	0	-2	4	nt	0	3	-22	6	-6	-6
> CCC(=O)OCc1cc2cccc(C)c2[nH]c1=O
→ -0.3	4	2	4	-3.4	-1	4	-30	nt	146	-10
> COc1ccc(OCCC(=O)OCc2c(C)noc2C)cc1
→ -0.8	-14	-3	5	0.5	0	5	-7	10	410	-1
> CN1CCCN(C(=O)c2cccc(Cl)c2)CC1
→ -2.0	-4	3	-10	-1.6	6	-1	-9	-3	8	-16
> CCOc1ccc(Oc2nc(NCC(C)C)nc(N(C)C)n2)nn1
→ 0.2	-11	-4	-6	1.5	1	-4	4	-23	-2	-3
> Cc1cc(C(=O)N2CCc3ccccc32)n(-c2ccccc2)n1
→ 1.1	-4	0	14	-0.5	nt	2	21	4	-1	3
> Clc1ccc2oc(-c3ccccc3)nc2c1
→ 1.0	2	-5	-1	nt	14	-2	1	0	-15	-13
> C[C@H](NC(=O)[C@@H]1Cc2ccccc2CN1)C(=O)NC1CCCCC1
→ 0.9	-4	9	-16	-1.7	0	-6	3	-3	-18	-10
> CCOc1ccc(C(=O)NCC(c2ccco2)N2CCc3ccccc3C2)cc1 (centres undefined)
→ 2.6	-1	-9	-11	0.8	1	3	10	0	0	-11
> CC(=O)Nc1ccc(OCC(O)Cn2cccn2)cc1 (centres undefined)
→ 2.4	-9	1	-3	-0.7	-3	-3	9	-7	-17	3
> C=CCNC(=O)C1=NOC(CNC(=O)c2c(-c3ccccc3Cl)noc2C)C1 (centres undefined)
→ -2.7	-13	1	-20	1.3	-2	-2	nt	-10	-18	1
> Cc1ccc(C)c(S(=O)(=O)Nc2nc(C)c(C(=O)Nc3ccccc3)s2)c1
→ 2.2	-6	2	10	-0.1	0	3	-5	19	-14	-10
> O=C(Nc1cccc(O)c1)N1CCOCC1
→ -1.1	-6	3	-12	-0.5	-7	1	-5	-3	98	-2
> CCOC(=O)c1cc2cc3ccccc3cc2oc1=O
→ 1.8	0	-10	66*	2.0	-2	0	18	-1	-14	-9
> O=C1c2ccccc2S(=O)(=O)N1CC(O)Cn1c2ccccc2c2ccccc21 (centres undefined)
→ -0.2	1	-12	9	-1.8	-2	-2	?	5	139	-6
> Cc1nc2c(ccc3c([N+](=O)[O-])cccc32)c(C)c1C
→ 0.5	-1	5	-10	-0.7	0	-4	-6	-13	5	-5
> FC(F)(F)c1ccc2c(c1)nc1n2CCCC1
→ -2.9	-5	3	-14	-0.7	-2	-5	5	2	-11	0
> COc1ccccc1CN1C2CCCC1CC(NC(=O)/C=C/c1ccccc1)C2 (centres undefined)
→ -0.1	nt	nt	-9	-0.3	-1	2	-2	-12	258	-8
> N#Cc1cc(-c2ccccc2)cnc1Cl
→ -0.5	-6	4	37*	-0.1	-3	3	-7	-3	101	-4
> O=C(Nc1ccccc1)Nc1nnc(-c2ccccc2)s1
→ 1.2	-5	2	-17	-0.2	35	-1	-11	-6	3	-3
> NS(=O)(=O)c1ccc(NC(=O)COC(=O)c2ccc3c(c2)OCCO3)cc1
→ -0.4	-2	4	-9	-0.2	1	-6	nt	4	-14	-9
> O=C(c1ccc(COc2c(F)c(F)c(F)c(F)c2F)o1)N1CCOCC1
→ 0.3	-4	-5	8	2.8	-7	-3	-1	1	-10	-6
> CCCCNC(=O)N(O)C1N(/N=C/c2cccs2)C(=S)SC1(C)C (centres undefined)
→ 0.8	-7	1	-14	-0.2	0	0	0	0	4	2
> C[C@H](CO)N1C[C@H](C)[C@@H](CN(C)C(=O)NC2CCCCC2)Oc2ccc(NC(=O)Cc3ccccc3)cc2C1=O
→ 0.1	-8	-8	-14	0.2	nt	-2	-25	2	-9	-7
> COc1ccccc1C(=O)Nc1c2c(nn1-c1ccc([N+](=O)[O-])cc1)CS(=O)(=O)C2
→ -0.9	-5	2	-5	0.5	-3	2	-76	1	1	-4
> CC12COC3(C(=O)Nc4ccccc4)CC1CCC32C (centres undefined)
→ 0.5	2	-4	3	-2.7	3	0	-9	2	1	0
> COc1cccc(NC(=O)CN(C)C(=O)c2cccnc2Sc2ccc(C)c(C)c2)c1
→ 0.6	-28	-5	-7	-0.4	1	4	-9	18	17	2
> O=S(=O)(NC1CCCCC1NS(=O)(=O)c1ccc(F)cc1)c1ccc(F)cc1 (centres undefined)
→ 1.4	-28	8	4	0.8	-2	3	nt	nt	6	-8
> CCOC(=O)c1nc(Nc2ccc(OC)cc2)c2ccccc2n1
→ -1.7	1	-1	-24	-3.3	1	-3	-2	nt	6	-9
> O=C(O)CCCNC(=O)c1ccccn1
→ 0.9	0	11	-7	-1.0	-2	-2	-8	2	2	0
> N#Cc1cc2c(nc1SCc1ccc(Cl)nc1)CCCCC2
→ -1.0	0	14	-3	-8.7	-4	-6	-18	8	167	-7
> N#Cc1ccc(COc2ccc(CCO)cc2-n2nc3ccccc3n2)cc1
→ -1.2	1	0	-15	-0.7	-7	-4	-7	10	-6	-5
> CC[C@@H](NS(=O)(=O)c1ccc(C)cc1)C(=O)Oc1ccc2c3c(c(=O)oc2c1)CCC3
→ -0.6	-11	-6	2	nt	-4	-3	-26	1	5	-6
> CCn1c2ccccc2c2cc(N=C3SC(CC(=O)Nc4ccccc4OC)C(=O)N3C)ccc21 (centres undefined)
→ 0.2	6	-5	-9	1.1	0	-3	-15	-3	-21	-15
> CC(=O)c1cccc(CN2CCCC(C(=O)Nc3ccc(-c4ccco4)cc3)C2)c1 (centres undefined)
→ -2.1	4	-1	-27	-3.0	3	-9	-23	-5	21	5
> Cc1c(NC(=O)C(C)OC(=O)c2c3c(nc4ccccc24)CCC3)c(=O)n(-c2ccccc2)n1C (centres undefined)
→ 3.7	10	-7	-9	3.9	3	-4	3	5	8	-6
> CCOc1cc(CNn2cnnc2)cc(Br)c1OCC(=O)NC1CCCCC1
→ -1.2	6	-4	4	0.2	-2	0	nt	nt	2	2
> Cc1nc(NC(=O)CSc2nnc(C3CC3)n2N)c(Cl)cc1Cl
→ 9.8	-6	0	-8	0.0	-1	-6	-29	2	-6	-8
> CC(C)(C)C(=O)Nc1ccc(C(=O)Nc2cc(NC(=O)c3ccc(NC(=O)C(C)(C)C)cc3)cc(C(=O)O)c2)cc1
→ 2.3	0	-8	2	-1.1	0	6	-8	7	-27	-3
> N#Cc1c(N)n(-c2ccc(O)cc2)c2nc3ccccc3nc12
→ -0.7	5	-1	-13	0.6	-4	-7	0	-5	-14	9
> CCOC(=O)C1(C(C)(C)CC)CC(CSc2nc3ccccc3[nH]2)OC1=O (centres undefined)
→ -0.6	-14	-2	-20	1.0	-1	-3	18	-8	13	-5
> CCOP(=O)(Nc1cccc2oc(=O)c3ccccc3c12)OCC
→ -1.9	-1	-1	5	-6.2	0	3	-6	-2	nt	-24
> O=C(CCC(=O)N1CCN(c2ccccc2F)CC1)c1ccc(F)cc1
→ -0.6	-8	-2	-13	2.2	15	-6	4	-1	16	-3
> O=C(C1=C[C@@H](c2ccc(C(F)(F)F)cc2)C[C@@H](OCCCCO)O1)N1CCOCC1
→ 1.0	1	-5	-13	-1.0	nt	-6	-5	3	-1	-2
> COCCN(Cc1cc2cc(C)ccc2n2nnnc12)C(=S)Nc1ccc(C)cc1
→ 0.4	-4	-4	4	0.7	13	0	6	-3	nt	-3
> O=c1cnnc(Nc2ccccc2F)[nH]1
→ -0.2	-4	-4	21	-0.8	-3	-1	-1	-7	2	0
> C#CCOCCOCCOCCNc1nc(N2CCN(C(=O)C([C@@H](C)CC)n3cc(C(N)CC(C)C)nn3)CC2)nc(N2CCN(C(=O)[C@H](CCC(=O)O)n3cc(C(N)CC(C)C)nn3)CC2)n1 (some centres undefined)
→ 0.1	2	-5	-1	1.9	nt	-4	5	44	-19	-18
> Cc1ccc(-n2nnnc2SC(C)C(=O)Nc2ccc(Cl)cn2)cc1 (centres undefined)
→ -0.7	-8	0	-12	-1.5	-1	-1	16	4	19	0
> O=C(NCc1ccco1)c1sc2cc(Cl)ccc2c1Cl
→ 3.2	-9	4	-6	-1.5	0	-5	9	2	12	-7
> COCCN(C(=S)Nc1cccc(OC)c1)C(C)c1cccs1 (centres undefined)
→ 0.2	-1	5	3	-1.1	-3	0	6	0	30	7
> CCN(CC)c1ccc(C2C(C(=O)OC(C)C)C(=O)CC(C)(O)C2C(=O)OC(C)C)cc1 (centres undefined)
→ 0.6	15	9	-11	-3.9	-4	-6	-2	-8	-3	-3
> O=S(=O)(NCCCc1ccccc1)c1ccc(F)c(F)c1
→ -0.8	5	-4	-4	0.1	-9	3	-10	18	1	5
> Cc1ccc(NC(=O)c2cc(-c3cc(C)c(C)cc3O)n[nH]2)cc1C
→ -0.9	-6	-8	2	0.2	-5	0	11	10	-9	-9
> CCOc1ccc(Cl)cc1CNCCCSc1ncccn1
→ -1.9	-3	-6	-18	-1.8	2	-1	-8	-6	3	4
> O=C(NCc1cccs1)c1ccc(N2CCCC2=O)cc1
→ -0.1	-6	-1	5	0.3	-5	-1	17	nt	2	1
> O=C(CSc1nnc(-c2cccs2)n1-c1ccccc1)NCC1CCCO1 (centres undefined)
→ 2.6	-36	-9	-14	0.4	-4	1	0	-11	-9	7
> CC(=O)Nc1ccc(S(=O)(=O)N2c3ccc(F)cc3CCC2C)cc1 (centres undefined)
→ 1.4	-3	3	5	-1.4	-2	-4	11	-5	-12	3
> O=[N+]([O-])c1ccc(O)c(/C=N/NC2=NS(=O)(=O)c3ccccc32)c1
→ -0.5	11	-6	3	-1.1	-5	-9	2	4	-3	4
> COc1ccc(-c2nn(C)c3sc(C(=O)NCc4ccco4)cc23)cc1OC
→ -0.5	-6	2	-11	0.8	-6	-5	-21	-1	192	11
> COc1cccc(N2CCN(C(=O)c3ccc(CS(=O)Cc4ccc(C)cc4)o3)CC2)c1 (centres undefined)
→ 1.3	-1	1	-4	0.4	5	1	26	1	72	-11
> FC(F)(F)c1nc(NCC2CCCO2)c2nnn(Cc3ccccc3Cl)c2n1 (centres undefined)
→ 0.5	1	3	2	-0.2	-2	-2	-17	10	-18	-3
